# AmpC no deterg: inhibitors of E. coli AmpC beta-lactamase without detergent. P00811. AmpC nitrocefin hydrolysis, absorbance 480 nm, 0.0001% Triton. Potency, µM (doses to about 57.1 µM), for inactives: top-dose activity change, negative = inhibition, actives largely listed as inhibitors. 330,000 tested, 0.52% active. AID 485341;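 also: potency is read from the fitted curve at half-maximal effect; plate controls were no compound for no effect and no enzyme for full effect; nearly all actives have a fitted effect of over 20% in size; some results filed as inactive show a strong effect at the top dose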
# Target sequence (P00811 whole entry, looked up): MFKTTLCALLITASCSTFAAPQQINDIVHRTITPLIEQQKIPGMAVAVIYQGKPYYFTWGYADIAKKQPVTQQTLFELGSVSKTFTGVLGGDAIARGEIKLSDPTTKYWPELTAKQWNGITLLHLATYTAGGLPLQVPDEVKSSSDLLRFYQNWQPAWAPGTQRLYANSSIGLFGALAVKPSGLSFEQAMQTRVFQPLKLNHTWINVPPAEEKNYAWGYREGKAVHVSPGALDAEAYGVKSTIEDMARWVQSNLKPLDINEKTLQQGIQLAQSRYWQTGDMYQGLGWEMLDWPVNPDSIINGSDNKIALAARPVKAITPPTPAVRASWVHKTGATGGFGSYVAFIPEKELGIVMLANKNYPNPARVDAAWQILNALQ
#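 AmpC (5.3 nM in the dispensed reagent) in 20 mM phosphate pH 7.0 with 0.01% (detergent screen) or 0.0001% Triton X-100 was preincubated with compounds for 15 min at room temperature. Nitrocefin was then added from an 800 uM solution, and hydrolysis was followed at 480 nm.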
# Giardia FBPA inh: inhibitors of Giardia lamblia fructose-1,6-bisphosphate aldolase. A8B2U2. purified Giardia FBPA. Potency, µM (top dose mostly 59.6 µM), without a hit: at the highest dose activity, negative = inhibition, hits mostly inhibitors. 290,000 tested, 0.71% active; also: potency is read from the fitted curve at half-maximal effect; nearly all actives have a fitted effect of over 55% in size
# Target sequence (A8B2U2 whole entry, looked up): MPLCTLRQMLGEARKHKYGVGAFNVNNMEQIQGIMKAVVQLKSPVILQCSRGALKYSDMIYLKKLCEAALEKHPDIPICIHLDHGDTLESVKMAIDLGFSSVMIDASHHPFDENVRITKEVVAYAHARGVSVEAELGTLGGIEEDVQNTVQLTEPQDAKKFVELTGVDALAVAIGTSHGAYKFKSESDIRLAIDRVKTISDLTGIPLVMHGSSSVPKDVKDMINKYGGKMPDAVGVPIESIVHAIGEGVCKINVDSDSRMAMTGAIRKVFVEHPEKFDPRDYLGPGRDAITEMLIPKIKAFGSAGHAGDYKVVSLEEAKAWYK
#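 40 nM FBPA preincubated 10 min at RT with compound (up to 57.5 uM final), then substrate plus GAPDH/TPI/NAD/arsenate coupling and diaphorase/resazurin added. Fluorescence read after 20 min at RT, 525/598 nm.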
# Sm TGR inh: inhibitors of Schistosoma mansoni thioredoxin glutathione reductase; Q962Y6; purified TGR, DTNB reduction, TNB absorbance 405 nm; Potency, µM (highest dose often 114 µM), inactives show top-dose activity change, negative = inhibition, usual class: inhibitors; 360,000 tested, 3% active; also: potency is read from the fitted curve at half-maximal effect; nearly all actives have a fitted effect of over 60% in size
#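 TGR 20 nM + NADPH 100 uM (dispensed conc.), cpd preinc 15 min RT; start with NADPH (500 uM addition) then DTNB (15 mM addition). Kinetic TNB absorbance, 405 nm filter. Four-parameter Hill fit across titration.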
# HCMV antiviral: blocks human cytomegalovirus replication. HFF cells, HCMV-luciferase reporter, 72 h; stronger effect = lower value. activity change, negative = inhibition, % at 57.5 µM. 410,000 tested, 4.5% active. AID 1259415; in the data active = activity change below about -60%; inconclusive = no clear call, values can overlap the other calls; inactive = above about -39%
#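 Steps: HFFs plated, 16 h 37C; compounds added; HCMV-luciferase added to MOI 1 PFU/cell; 72 h 37C; OneGlo reagent, 5 min room temperature; luminescence read, normalized to controls.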
# AMA1 RON2 block: inhibitors of Plasmodium falciparum AMA1-RON2 interaction. AlphaScreen AMA1-biotinylated RON2 peptide binding. Potency, µM (top dose mostly 58.2 µM), without a hit: at the top dose activity change, negative = inhibition, actives largely listed as inhibitors. 360,000 tested, 0.2% active. AID 720542;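 also: potency is read from the fitted curve at half-maximal effect; 0% = vehicle wells and -100% = peptide control; nearly all actives have a fitted effect of over 45% in size; some results filed as inactive show a strong effect at the top dose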
#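 AMA1 (3D7) with his tag at 25 nM final met compounds first, then biotinylated RON2 peptide at 25 nM; detection used donor plus acceptor beads, 10 µg/mL apiece, read by AlphaScreen after 30 min at room temperature.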
# AmpC inh detg: inhibitors of E. coli AmpC beta-lactamase with detergent | P00811 | AmpC hydrolysis of nitrocefin, absorbance 480 nm, 0.01% Triton | Potency, µM (series often up to 114 µM), inactives show at the highest dose activity change, negative = inhibition, actives largely listed as inhibitors | 370,000 tested, 0.041% active | AID 485294;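 also: potency is read from the fitted curve at half-maximal effect; 0% = no-compound wells and -100% = no-enzyme wells; nearly all actives have a fitted effect of over 25% in size; some results filed as inactive show a strong effect at the top dose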
#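 20 mM phosphate pH 7.0 + 0.01% (detergent screen) or 0.0001% Triton X-100; 5.3 nM AmpC reagent; cpd preinc 15 min RT; nitrocefin (800 uM stock) to start; A480 q20 s × 4 min; Activity was normalised to no-enzyme and no-compound control wells.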
# * hit, by the source's call; ? = inconclusive; nt = no result given; [ ] = another dose, or the depositor's remark. Unless noted, calls follow the shape of the dose curve; as a rule, active = well fitted curve in the direction sought with a large enough effect; inconclusive = small, poorly fitted or top-dose-only effect, or another doubt; inactive = no such curve, though single readings can be large; an effect the other way counts as inactive or inconclusive. Unless noted, % is scaled to controls: 0 for no effect and ±100 for the full control effect.
SMILES,AmpC no deterg,Giardia FBPA inh,Sm TGR inh,HCMV antiviral,AMA1 RON2 block,AmpC inh detg
CCOc1ccc2nc(NC(=O)c3ccccn3)sc2c1,-7%,?,-7%,-100*,48%[activator],-8%
Nc1cc(N)nc(SCC(=O)Nc2ccc3c(c2)OCCCO3)n1,-23%,1%,13%,56,21%,10%
Cc1ccc([N+](=O)[O-])cc1N(CC(=O)Nc1ccc(S(=O)(=O)Nc2cccc(C(F)(F)F)c2)cc1)S(C)(=O)=O,-49%,-1%,4%,56,?,7%
C=C(C)CSc1nc2ncccc2[nH]1,-9%,-15%,7%,55,-3%,-7%
CC1=C/C(=N\NC(=O)c2ccccc2)CC1,-46%,4%,0%,23,120%[activator],?
Cc1ccc(C(=O)Nc2ccc(-c3cn4cccnc4n3)cc2)cc1C,nt,nt,4%,-19,nt,4%
COCCn1c(-c2ccccc2)nc2oc3ccccc3c(=O)c2c1=O,-1%,14%,3%,-2,-10%,0%
CC(C)OCCCNC(=O)c1cn(C)c2ccc(S(=O)(=O)N3CCCC3)cc2c1=O,-2%,nt,-16%,-19,15%,-2%
COc1ccc2c(CC(=O)N[C@@H](Cc3ccccc3)C(=O)O)cc(=O)oc2c1C,-18%,5%,11%,-14,4%,5%
Cc1cccc(-n2ncc3c(N4CCC(C)CC4)ncnc32)c1,27%,0%,-1%,147,12%,?
CN(C(=O)CSc1nnc(-c2cccs2)o1)C1CCS(=O)(=O)C1 (centres undefined),-3%,3%,0%,-4,-13%,-1%
COC(=O)C(C(=O)OC)c1ncc(C(F)(F)F)cc1Cl,-6%,-2%,-2%,-29,-1%,-1%

# Reformatted with bars between the fields: entries from further up.
structure | AmpC no deterg | Giardia FBPA inh | Sm TGR inh | HCMV antiviral | AMA1 RON2 block | AmpC inh detg
Cc1ccc(C(=O)Nc2ccc(-c3cn4cccnc4n3)cc2)cc1C | nt | nt | 4% | -19 | nt | 4%
COCCn1c(-c2ccccc2)nc2oc3ccccc3c(=O)c2c1=O | -1% | 14% | 3% | -2 | -10% | 0%
CC(C)OCCCNC(=O)c1cn(C)c2ccc(S(=O)(=O)N3CCCC3)cc2c1=O | -2% | nt | -16% | -19 | 15% | -2%
COc1ccc2c(CC(=O)N[C@@H](Cc3ccccc3)C(=O)O)cc(=O)oc2c1C | -18% | 5% | 11% | -14 | 4% | 5%

# Continuation:
SMILES,AmpC no deterg,Giardia FBPA inh,Sm TGR inh,HCMV antiviral,AMA1 RON2 block,AmpC inh detg
CCN(CC)CC(=O)c1c(N)n(Cc2ccccc2)c(=O)n(C)c1=O,-28%[11.4 µM],1%,1%,-3,-12%,-10%
Cc1ccc(CNC(=O)COC(=O)c2ccc(S(=O)(=O)N3CCOCC3)cc2)cc1,4%,nt,nt,-5,-7%,nt
CC(C)COc1ccc(C(=O)CCN2CCCCC2)cc1,6%,-1%,0.35µM*,7,-1%,2%
OCCN1CCN(C(=S)c2ccc(Cl)c(Cl)c2)CC1,6%,13µM*,1%,7,-1%,5%
CC(=O)c1c(-c2ccc(Cl)cc2Cl)noc1C,-13%,2%,7%,-6,4%,6%
OC1CCN(Cc2nc(Cc3ccccc3Cl)no2)CC1,-1%,3%,8%,-28,6%,0%
O=[N+]([O-])c1ccc(-n2ccnc2)cc1,-9%,3%,5%,-6,0%,7%
CCOC(=O)c1ccc(NCc2nc3ccccc3[nH]2)cc1,-20%,-3%,-3%,-13,47%[activator],3%
C[C@H](CO)N1C[C@H](C)[C@@H](CN(C)S(=O)(=O)c2ccccc2)Oc2ccc(NC(=O)C3CC3)cc2C1=O,89%[activator],nt,nt,6,8%,nt
Oc1c(Br)cc(Br)cc1Oc1ccc(Br)cc1Br,-30%,10%,?,nt,nt,-1%
COc1ccc(OC)c(NC(=O)NCc2cccnc2)c1,6%,-2%,-2%,21,0%,7%
CCCC(=O)Nc1cc(OC)c(NC(=O)NC2CCCCC2)cc1OC,0%,?,-10%,-25,-2%,-5%
Cc1cc(N2CCOCC2)nc2ccc(NC(=S)NCCN(C)C)cc12,-4%,-4%,-13%,4,11%,-8%
O=C1CC(C(=O)Nc2ccc(C(=O)N3CCOCC3)cc2)C2(CCCCC2)O1 (centres undefined),5µM*,0%,-18%,-26,-2%,3%
CC(C)CC(=O)NC(=S)Nc1ccccc1F,nt,3%,?,13,-17%,-9%
Cc1ccsc1/C=N/n1cnc2sc(C)c(C)c2c1=O,-6%,-8%,-21%,47,-3%,-6%
Cc1ccc(OCCCC(=O)Nc2ccccc2C(F)(F)F)cc1,86%[activator],-4%,2%,?,7%,-3%
CC(C)(C)C(=O)NC1(C(F)(F)F)C(=O)Nc2c1c(=O)[nH]c(=O)n2-c1ccccc1 (centres undefined),nt,nt,?,7,nt,8%
CCOC(=O)c1cc(-c2ccc(/C=C3/C(=O)NC(=O)C(C#N)=C3C)o2)ccc1Cl,-51%,?,7.9µM*,-6,-9%,-5%
COc1cc(CN(C)Cc2cc(=O)n3ccsc3n2)ccc1OC(F)F,2%,1%,0%,?,29%,0%
O=C(O)CCCN=Cc1c(O)c2ccccc2oc1=O,-22%,1%,-3%,34,0%,8%
O=C(NNC1CC(=O)N(c2ccc(Br)cc2)C1=O)c1ccco1 (centres undefined),-46%,3%,-21%,-12,29%,3%
CC(=O)NC(=S)Nc1ccc(NC(=O)COc2ccc(C(C)C)cc2)cc1,-38%,28%,-16%,10,3%,-11%
CC1C(=O)OC(c2ccc(Br)cc2)C(C)(C)C1=O (centres undefined),-14%,17%,3%,71,-4%,9%
COc1ccc(C(=O)Nc2ccc(-c3nnn(CC(=O)NCc4ccco4)n3)cc2)cc1,-7%,2%,-1%,?,-7%,?
CCc1cc2cc(C)cc(C)c2nc1SCC(=O)N1CCN(C(=O)c2ccco2)CC1,1%,6%,-19%,-1,0%,-14%
Cc1cccc(NC(=O)CN2CCN(C(=O)C(C)Oc3ccc(C#N)cc3)CC2)c1C (centres undefined),167%[activator],nt,-3%,1,-5%,11%
CCN(CC)c1ccc(C(=O)N/N=C/c2ccccc2OC(F)F)cc1,-32%,6%,0%,-36,14%,4%
COc1ccccc1CNS(=O)(=O)c1ccc2c(c1)CC(C)N2C(C)=O (centres undefined),nt,nt,0%,-26,nt,-6%
Cc1c(C(=O)O)sc2nc(-c3cccs3)cc(C(F)(F)F)c12,-23%,-10%,2%,-7,-18%,-6%
CC(C)OP(=O)(OC(C)C)C(Nc1ccc([N+](=O)[O-])cc1)c1cccc([N+](=O)[O-])c1 (centres undefined),74%[activator],0%,1%,21,-3%,3%
Cc1ccc(C)c(NC(=O)CN(C)C(=O)CN2C(=O)NC3(CCc4ccccc43)C2=O)c1 (centres undefined),-6%,nt,-2%,-2,-3%,6%
COC(=O)c1c(SC)nc2ccccc2c1OCc1ccc(C)cc1,nt,nt,17%,-17,nt,1%
c1ccc2c(Cn3nnc4ccccc43)cccc2c1,-17%,8%,0%,9,2%,3%
Cc1ccc2nc3c(c(C(=O)O)c2c1)CCC3,-21%,-12%,5%,7,-3%,?
CCc1c(C)c2ccc(OC(C)C(=O)NC(Cc3c[nH]c4ccc(O)cc34)C(=O)O)c(C)c2oc1=O (centres undefined),-37%,-4%,-29%,-19,-1%,-15%
COc1ccc(/C=C/C=C2\N=C(SC)SC2=O)cc1,-24%,0%,-19%,-3,?,?
O=Cc1cn(Cc2cccc(F)c2)c2ccccc12,-14%,-5%,22%,2,-17%,1%
COc1cccc(C(CNC(=O)C2CCN(C(=O)Nc3ccccc3)CC2)N(C)C)c1 (centres undefined),4%,nt,?,12,12%,10%
CC(=O)NCCOC(=O)Nc1sc(=S)n(C)c1C,-8%,-7%,0%,50,10%,-3%
CCOC(=O)C1(C(F)(F)F)N=C(C(F)(F)F)Nc2ccc(F)cc21 (centres undefined),-5%,-1%,4%,82,0%[11.6 µM],-8%
CCCC(=O)Nc1cc(C(=O)O)ccc1Sc1ccc(C)cc1,-18%,23%,-1%,29,0%,-4%
Cc1c(NC2(C#N)CCCCC2)c(=O)n(-c2ccccc2)n1C,-12%,-5%,20µM*,-1,10%,3%
CC(C)(C)NC(=O)CN(C(=O)C1(C)CC(=O)N=C2C=CC=CN21)C1CCCC1 (centres undefined),-21%,-5%,2%,-18,-1%,1%
CC(Oc1cccc(Cl)c1)C(=O)Nc1cc(S(=O)(=O)N2CCOCC2)ccc1N1CCCC1 (centres undefined),-4%,nt,-2%,11,4%,?
COc1ccc(N=C2S/C(=C\c3ccc(N4CCOCC4)o3)C(=O)N2CCc2c[nH]c3ccccc23)cc1,26%,-12%,13µM*,nt,nt,-9%
Cc1cc(S(=O)(=O)n2cnc3ccccc32)c(C)cc1Cl,-14%,-6%,-19%,-31,1%,-12%
Cc1cc(Br)ccc1OCCCCN1CCCCC1,19%,?,-7%[57.1 µM],-36,-7%,-1%
O=C(CSc1nc(-c2ccc(F)cc2)cc(C(F)(F)F)n1)NCCc1ccccc1,nt,nt,-1%,-34,nt,23%
O=C(C[C@H]1C/C=C\C[C@H](Cc2ccc(F)cc2)C(=O)O[C@@H](c2ccccc2)CNC1=O)N[C@@H](CO)Cc1ccccc1,1%,nt,nt,-13,10%,nt
Cc1cc(C)c(C)c(S(=O)(=O)N2CCC(C(=O)OCC(=O)NC3CCS(=O)(=O)C3)CC2)c1C (centres undefined),201%[activator],nt,nt,-8,3%,nt
CCn1ccnc1CN(C)C(=O)c1ccc(OC2CCN(CCc3ccccc3)CC2)cc1,60%,nt,7%,-39,26%,6%
CC1(C)CC(=O)C(Sc2nnc(-c3ccc(O)cc3)n2CC2CCCO2)C(=O)C1 (centres undefined),-24%,-29%,-33%,2,5%,2%
COc1ccccc1N1CCN(c2cc(C)nc3c(-c4ccc(Cl)cc4)c(C)nn23)CC1,nt,nt,-1%,3,nt,5%
CNc1nc(OC)nc(N2CCOCC2)n1,-9%,0%,0%,21,-4%,?
CC[C@]12c3[nH]c4cc(CCC(=O)N(C)C)ccc4c3CCN1C(=O)[C@@H](CC(=O)NCCCOC)C[C@@H]2C(=O)N1CCN(C(=O)c2ccco2)CC1,91%[activator],nt,nt,38,8%,nt
COC(=O)Cc1ccc(NC(=S)Nc2cccc(C)n2)cc1,-36%,-3%,-34%,?,24%,-4%
C[C@H](NC(=O)c1nc[nH]c1C(=O)NCc1ccccc1)C(=O)OCc1ccccc1,9%,?,-21%,-15,141%[activator],?
CC(=O)c1sc(C(=O)O)c(-c2ccco2)c1-c1ccco1,-23%,?,20µM*,14,-2%,-7%
COc1ccccc1CNCC(=O)Nc1ccc(N(C)C)cc1,-16%,?,?,105,?,-8%
CCOC(=O)Cn1c(=O)c(-c2ccccc2NC)nc2ccccc21,-13%,-3%,-25%,1,-7%,1%

# Bioassay records: PubChem BioAssay, National Center for Advancing Translational Sciences (NCATS)

# This is a random part of the collection. Share with any hit: about 7.8%.
